# Source: PubChem BioAssay
# All columns: NCI-60 one-dose screen, growth in % after 48 h at 10 µM unless noted; 100 = growth as untreated, 0 = no growth, -100 = all killed.
# OVCAR-3 – OVCAR-3 ovarian cancer; AID 1794787; 7% of 79,000 active
# NCI-H226 – NCI-H226 lung cancer. AID 1794732. 3.5% of 79,000 active
# SK-OV-3 – SK-OV-3 ovarian cancer cells; 3.2% of 80,000 active
# OVCAR-5 – OVCAR-5 ovarian cancer; 2.9% of 82,000 active
# IGROV1 – IGROV1 ovarian cancer. 4.7% of 79,000 active
# NCI-H23 – NCI-H23 lung cancer | 4% of 80,000 active | AID 1794731
# OVCAR-4 – OVCAR-4 ovarian cancer cells. 3.7% of 80,000 active
# NCI/ADR-RES – NCI/ADR-RES ovarian cells. 4.4% of 81,000 active. AID 1794790
# SN12C – SN12C renal cancer cells. 3.8% of 81,000 active
# Numbers without * were called inactive; . = no result given; & = joins results of further samples; [ ] = dose if it differs, or a comment. The calls were made as follows: active = growth percent below 10; inactive = the rest.
No.	mol	OVCAR-3	NCI-H226	SK-OV-3	OVCAR-5	IGROV1
1	CN1CCN(CCCOc2ccc3nc(Nc4ccc(Cl)c(C(F)(F)F)c4)ccc3c2)CC1	59.3	88.9	91.4	72.1	46.2
2	CCCOC(c1ccc2c(c1)OCO2)C(C)Br (stereo not given)	111.2	92.6	101.1	105.4	104.2
3	CONc1ccn(C2OC(CO)C(O)C2O)c(=O)n1 (stereo not given)	105.0	103.1	91.3	114.2	97.3
4	C=C(C=O)[C@@H]1CC[C@]2(C(=O)O)CC[C@]3(C)C(CC[C@@H]4[C@@](C)(CCC#N)[C@H](C(=C)C=O)CC[C@]43C)[C@@H]12 (stereo not given in full)	.	-16.4*	126.0	127.4	14.6
5	CCOC(=O)C1=C(C)O/C(=C/C=C/c2ccccc2)C1=O	104.0	88.8	100.3	104.1	100.2
6	NC1=NC(c2cccc([N+](=O)[O-])c2)c2sc3ccc(Cl)cc3c2N1 (stereo not given)	95.1	80.8	91.1	104.7	77.0
7	C/C(=C(\c1ccc(OCCN2CCCCCC2)cc1)c1ccc(OC(=O)Cc2ccccc2)cc1)c1ccc(Cl)cc1	19.8	91.2	60.7	67.6	64.5
8	Cc1cc(C)n(Cc2nnc(SCC(=O)Nc3ccc(S(N)(=O)=O)cc3)n2-c2ccc([N+](=O)[O-])cc2)n1	.	94.5	112.5	104.6	100.7
9	C=C(C)[C@H]1C2=CC(C(=O)OC)=C(C[C@H](C(=C)C)[C@@H]3OC(=O)[C@]4(O[C@H]4[C@@H]1O)[C@@H]3N(C)C)O2	109.7	102.8	108.6	98.9	108.0
10	O=C(/C=C/c1ccc(-c2ccccc2)cc1)c1nc2ccccc2n1Cc1ccc(F)cc1	28.8	-13.9*	82.2	43.5	55.7
11	c1ccc2[nH]c(-c3ccc(Nc4nc(N5CCCC5)nc5[nH]ncc45)cc3)nc2c1	-53.1*	98.9	22.2	17.9	4.0*
12	CC1(C)CC(=O)C2=C(C1)Nc1cc3c(cc1C2c1ccc2c(c1)OCO2)OCO3 (stereo not given)	97.5	.	95.5	108.9	100.5
13	COc1ccccc1OCC(O)CO (stereo not given)	125.4&107.1	94.6&102.0	120.8&106.1	103.1&103.2	113.6&123.0
14	COC(=O)C(Cc1cnc[nH]1)N1CC(=O)N2[C@@H](c3ccccc3)SC[C@H]2C1=O (stereo not given in full)	111.0	142.8	114.6	103.0	116.3
15	CCCCOc1c(N)cccc1C(=O)OCCN(CC)CC	100.8	99.8	108.5	112.6	104.1

No.	NCI-H23	OVCAR-4	NCI/ADR-RES	SN12C
1	67.3	66.6	62.8	63.9
2	107.9	99.0	110.7	109.6
3	92.0	95.5	93.8	99.2
4	17.6	18.7	5.8*	66.4
5	101.6	94.5	.	98.6
6	86.6	89.3	104.2	95.6
7	48.5	36.7	56.6	28.9
8	90.2	92.7	100.5	96.5
9	97.9	110.6	96.3	94.7
10	47.5	55.2	49.6	53.9
11	-11.3*	10.7	1.1*	.
12	93.8	96.7	93.6	97.9
13	103.4&105.9	100.5&109.8	106.6&100.2	102.6&95.2
14	100.3	110.8	107.4	107.0
15	97.1	106.6	106.2	95.7

# More compounds.
No.	mol	OVCAR-3	NCI-H226	SK-OV-3	OVCAR-5	IGROV1
16	COc1cccc2c1C(=O)c1c(O)c3c(c(O)c1C2=O)C[C@@](O)(C(=O)COC(=O)c1cccnc1)C[C@@H]3OC1CC(N)C(O)C(C)O1 (stereo not given in full)	-9.5*	-28.5*	22.5	6.9*	-12.4*
17	CC(=O)OC1CCC2(C)C(=CCC3C2CCC2(C)C(C(C)=O)CCC32)C1 (stereo not given)	108.2	99.5	111.8	105.0	90.9
18	COc1cccc(-c2nc(-c3ccc(N)cc3)co2)c1	82.0	94.2	117.6	115.4	-0.8*
19	CCN(CC)CCN1C(=O)c2ccccc2C1=O	100.2	89.3	91.3	99.8	96.3
20	Cc1ccccc1/C=C1\Oc2cc(C)c(Cl)c(C)c2C1=O	106.8	.	.	103.5	80.1
21	O=C(CCCCC(=O)N=C(c1ccccc1)c1ccccc1)N=C(c1ccccc1)c1ccccc1	119.0	108.6	108.1	107.8	100.9
22	O=C(NO)c1ccccc1F	102.7	98.2	107.4	97.7	109.5
23	OC1(C#CC#CC2(O)CCCCC2)CCCCC1	106.2	100.0	88.2	110.5	102.7
24	Oc1c(CN2CCOCC2)cc(CN2CCOCC2)c(O)c1O	108.2	106.5	95.1	94.4	113.0
25	CCCCCCC(C)(O)C(C(=O)O)c1ccccc1 (stereo not given)	121.4	104.6	100.6	95.6	116.6
26	CCSC(SCC)c1ccc(Cl)cc1	112.8	101.9	101.3	108.9	117.1
27	S=c1ssc(CN2CCCCC2)c1S	107.4	102.4	91.7	111.9	105.8
28	Cc1ccc(C(=O)N/N=C/c2ccccc2)cn1	112.1	92.6	114.7	104.4	99.5
29	Cc1ccc2oc(=O)cc(Cn3cnn(-c4ccccc4)c3=O)c2c1	101.8	88.4	90.6	93.3	101.6
30	CCCCCCCC(=O)SCC/C=C/[C@@H]1CC(=O)NCc2cccc(n2)CN(Cc2ccc3ccccc3c2)CC(=O)N[C@@H](C(C)C)C(=O)O1	47.3	67.5	24.5	26.2	53.2

No.	NCI-H23	OVCAR-4	NCI/ADR-RES	SN12C
16	-24.7*	0.9*	57.0	6.3*
17	99.1	108.0	97.1	96.4
18	105.6	109.0	92.8	95.2
19	101.6	112.9	100.0	105.7
20	101.0	95.6	105.7	101.4
21	103.4	110.1	103.9	104.5
22	.	132.2	114.8	96.4
23	98.3	131.1	98.5	88.5
24	108.0	114.8	117.3	103.6
25	109.2	112.6	108.6	86.6
26	95.1	108.5	97.1	99.7
27	94.1	.	103.3	105.4
28	103.1	98.3	109.6	99.7
29	94.9	102.2	79.6	98.5
30	45.7	66.3	30.8	57.1

# Numbers 16–19, quoted:
No.	mol	OVCAR-3	NCI-H226	SK-OV-3	OVCAR-5	IGROV1
16	COc1cccc2c1C(=O)c1c(O)c3c(c(O)c1C2=O)C[C@@](O)(C(=O)COC(=O)c1cccnc1)C[C@@H]3OC1CC(N)C(O)C(C)O1 (stereo not given in full)	-9.5*	-28.5*	22.5	6.9*	-12.4*
17	CC(=O)OC1CCC2(C)C(=CCC3C2CCC2(C)C(C(C)=O)CCC32)C1 (stereo not given)	108.2	99.5	111.8	105.0	90.9
18	COc1cccc(-c2nc(-c3ccc(N)cc3)co2)c1	82.0	94.2	117.6	115.4	-0.8*
19	CCN(CC)CCN1C(=O)c2ccccc2C1=O	100.2	89.3	91.3	99.8	96.3

No.	NCI-H23	OVCAR-4	NCI/ADR-RES	SN12C
16	-24.7*	0.9*	57.0	6.3*
17	99.1	108.0	97.1	96.4
18	105.6	109.0	92.8	95.2
19	101.6	112.9	100.0	105.7

# Remaining list, next part
No.	mol	OVCAR-3	NCI-H226	SK-OV-3	OVCAR-5	IGROV1
31	O=C(O)c1ccc(-n2cc(CNc3cc(F)c(F)c(F)c3)c(-c3cccc(F)c3)n2)cc1	96.1	93.9	113.5	106.8	98.8
32	CCC(C)C(NC(=O)C(Cc1cnc[nH]1)N(C(=O)OCc1ccccc1)C(=O)OCc1ccccc1)C(=O)OCc1ccccc1 (stereo not given)	104.6	102.5	95.8	108.7	97.6
33	c1ccc(-c2nc3ccc4ccccc4c3nc2-c2ccccc2)cc1	108.0	99.9	98.3	104.7	103.6
34	Cc1nn(-c2ccc([N+](=O)[O-])cc2)c2ncnc(N/N=C/c3ccccc3)c12	56.3	82.5	92.5	90.8	67.1
35	O=C(CCCCCCC(=O)Nc1ccc(C(=O)/C=C/c2cn(-c3ccccc3)nc2-c2ccccc2)cc1)NO	67.6	93.3	67.3	81.2	80.4
36	CCn1cc(C(=O)N/N=C/c2ccccc2)c(=O)c2cc(F)c(N3CCNC(C)C3)c(F)c21 (stereo not given)	-75.0*	87.4	104.0	67.0	58.0
37	COc1ccc(Cn2cncc2-c2c[nH]c3cc(Cl)ccc23)cc1	95.0	61.2	88.7	83.6	77.9
38	Nc1nc2[nH]c(=O)[nH]c(=O)c2[nH]1	108.3	96.1	91.8	103.0	97.6
39	N#C/C(=C\c1ccc(Cl)cc1)n1nnc2cc(F)c(F)cc21	-0.9*	83.8	88.7	22.2	6.7*
40	CCCCNC1CC[C@@]2(C)[C@@H](CC[C@@]3(C)[C@H]2C(=O)C[C@H]2/C(=C(\CCC=C(C)C)C(=O)OC)[C@@H](OC(C)=O)C[C@@]23C)[C@@H]1C (stereo not given in full)	92.1	99.5	98.1	103.0	72.8
41	O=c1cc(-c2ccccc2)[nH]c(-c2ccccc2)c1	100.7	76.6	112.8	87.1	93.7
42	COC(=O)O[C@H]1CC[C@@]2(C)C(=CC[C@H]3[C@@H]4CC[C@H]([C@H](C)CCCC(C)C)[C@@]4(C)CC[C@@H]32)C1	104.8	104.3	90.6	108.3	106.0
43	NC(=O)c1c(NC(=O)c2ccccc2)sc2c1CCC(=O)C2	7.9*	16.2	50.9	20.3	27.1
44	Cc1nc([N+](=O)[O-])cn1CC(Cl)Cn1cc([N+](=O)[O-])nc1C	121.7&102.6	97.7&100.2	100.6&104.2	104.2&105.2	107.0&122.2
45	O=C(NC(CO)C(=O)O)OCc1ccccc1 (stereo not given)	119.2	106.5	93.6	113.7	120.5

No.	NCI-H23	OVCAR-4	NCI/ADR-RES	SN12C
31	84.9	95.5	90.8	91.3
32	99.5	96.5	98.3	103.6
33	95.3	102.5	113.1	104.0
34	86.2	44.3	87.4	84.3
35	94.4	74.6	77.2	79.4
36	68.5	70.7	56.0	61.7
37	87.8	73.7	81.9	84.4
38	92.2	114.9	101.9	100.0
39	30.0	17.6	17.6	8.6*
40	100.3	81.6	96.0	87.1
41	92.6	92.1	94.8	96.4
42	107.0	111.4	104.8	105.1
43	5.9*	-5.6*	7.2*	12.2
44	100.6&102.7	99.4&103.5	100.8&104.1	99.6&110.2
45	102.5	104.4	105.9	104.5

# New compounds follow.
No.	mol	OVCAR-3	NCI-H226	SK-OV-3	OVCAR-5	IGROV1
46	OC(C#Cc1ccccc1)c1ccccc1 (stereo not given)	115.8	97.3	105.4	99.8	108.1
47	CCOC(=O)c1cn2ncnc(Oc3ccc(NC(=O)Nc4ccc(Cl)c(C(F)(F)F)c4)c(F)c3)c2c1C	118.7	94.5	108.1	114.4	102.1
48	CC[n+]1ccc(Nc2ccc(NC(=O)c3ccc(Nc4cc[n+](CC)c5ccc([N+](=O)[O-])cc45)cc3)cc2)cc1	91.8	92.8	84.5	106.9	114.7
49	COc1cc2oc(-c3cccc(C(=O)Nc4ccc(Cl)cc4)c3)cc(=O)c2c(OCC(=O)NCC(=O)OC(C)(C)C)c1OC	111.9	93.1	105.7	105.0	100.6
50	O=C1OC(c2cccc3c(F)cccc23)c2ccccc21 (stereo not given)	100.3	102.9	104.9	88.0	101.2
51	Cc1ccsc1[C@H]1c2[nH]c3ccccc3c2C[C@H]2C(=O)N(CCCCCCC(=O)NO)CC(=O)N12	.	97.3	105.0	73.7	87.4
52	CCN1C(=O)N(CC)C2C1NC(=S)N2/N=C/c1ccc(OC)cc1 (stereo not given)	17.1	78.8	57.0	82.7	44.9
53	O=c1c2cc(Cl)ccc2sc2c(OCCO)nc3ccccc3c12	112.3	83.3	99.1	100.5	97.7
54	CC(C)(C)OC(=O)n1cc(-c2nc(-c3ccsc3)cs2)c2cc(Br)ccc21	109.5	92.4	104.9	109.2	104.6
55	CCOC(=O)c1ccc(C(C)(C)C)cc1	106.9	101.0	104.4	106.1	108.3
56	CC(=O)C1CCCCC1	110.4	89.9	102.6	106.5	105.6
57	N#C/C(=C\c1ccc([N+](=O)[O-])cc1)n1nnc2cc(F)c(F)cc21	-40.1*	-1.3*	94.2	21.0	-10.9*
58	Cc1ccc(-c2csc(NC(=O)c3cc(-c4ccccc4)nc4ccccc34)n2)cc1	90.6	93.0	86.2	98.9	85.9
59	Fc1ccc(NCn2nc(-c3cnccn3)oc2=S)cc1	109.5	90.9	73.5	83.3	96.9
60	CC(=O)N1N=C(c2ccc(Cl)cc2)CC1c1sc(Cl)nc1Cl (stereo not given)	75.6	43.1	83.2	96.9	59.1

No.	NCI-H23	OVCAR-4	NCI/ADR-RES	SN12C
46	97.9	103.7	108.2	100.8
47	95.9	98.6	99.2	98.8
48	81.8	56.8	106.4	86.0
49	101.9	86.2	95.9	87.8
50	112.0	112.3	108.3	92.4
51	89.6	106.1	95.9	86.5
52	74.9	81.0	57.4	62.6
53	91.3	94.9	99.5	105.1
54	90.3	111.3	110.9	106.3
55	101.8	109.3	107.6	107.5
56	103.0	.	106.5	97.5
57	34.6	9.2*	9.6*	4.6*
58	81.0	94.7	93.3	98.7
59	101.6	95.5	93.0	90.3
60	87.4	66.4	80.7	69.6

# As entered above:
# entry 48 @ SK-OV-3: 84.5
# entry 47 @ NCI-H226: 94.5
# entry 55 @ SN12C: 107.5
# entry 57 @ SN12C: 4.6*

# (cont.)
No.	mol	OVCAR-3	NCI-H226	SK-OV-3	OVCAR-5	IGROV1
61	O=C(C[C@@H]1C(=O)Nc2ccccc2N1C(=O)c1ccccc1)Nc1ccc(F)cc1	96.0[100 µM]	79.7[100 µM]	87.0[100 µM]	120.6[100 µM]	70.5[100 µM]
62	CC1(C)C=C(O)C=C(O)C1	124.6	111.9	116.1	111.7	119.6
63	Cn1c(=O)c(C#N)c(-c2ccccc2)n2c(SCC3CO3)nnc12 (stereo not given)	66.3	104.9	108.1	93.7	38.5
64	CS(=O)(=O)Nc1ccc(-c2ccc3c(c2)ncn3-c2ccc(NC(=O)Nc3ccc(Br)cc3)cc2)cc1	5.3*	9.7*	1.1*	20.1	26.7

No.	NCI-H23	OVCAR-4	NCI/ADR-RES	SN12C
61	91.7[100 µM]	83.4[100 µM]	85.4[100 µM]	86.8[100 µM]
62	100.6	108.3	108.6	103.0
63	91.9	88.3	85.0	79.5
64	3.9*	18.1	59.8	14.2
